Bioassay records deposited in PubChem BioAssay by several laboratories.
KCNQ1 act: potentiates or activates the human KCNQ1 potassium channel; P51787; CHO-K1 KCNQ1, thallium flux FluxOR fluorescence; stronger effect = higher value; B-score at 10 µM; hit rate 0.35% among 310,000;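 active = fluorescence ratio B-score, a plate-corrected score, at least three library SD, with initial intensity B-score within 5 SD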
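Schedule – 37 °C overnight plating, 90-min dark dye load, 20-min compound pretreatment · System – stable KCNQ1 CHO-K1 line · Probe or stimulus – thallium- and potassium-containing depolarizing buffer · Measured by – kinetic FluxOR fluorescence, 10 s baseline plus 110 s post-stimulus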
TRPC4 potent: allosteric potentiators of mouse TRPC4 channel. HEK293 TRPC4beta/mu-opioid, DAMGO EC20, Fluo-4 Ca2+ flux; stronger effect = higher value. B-score at 10 µM. Q9QUQ5. hit rate 0.42% among 310,000;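 active = B-score of calcium response area above 5 SD of library B-scores, with initial fluorescence ratio within 5 SD of library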;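 note: B-score of integrated fluorescence ratio over time as area under calcium response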
hERG rescue: compounds protecting human hERG from proarrhythmic drug block. Q12809. CHO-hERG, FluxOR thallium flux, dofetilide IC70 present. activation (rescue from dofetilide block), less the hit threshold, % at 10 µM. hit rate 0.51% among 310,000;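 active = activation above the mean of controls blocked by dofetilide plus 5 SD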;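 note: thallium influx through hERG after potassium depolarization seen as dye fluorescence rise; in these data hits start at about 4.7%; inactives centre near -7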
KCNK3 block: human KCNK3 channel inhibition, primary screen; AID 602410; hit rate 0.84% among 340,000; O14649; CHO-KCNK3 thallium flux, FluxOR fluorescence; stronger effect = lower value; B-score at 10 µM;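 active = B-score under library mean minus 4 SD, starting fluorescence ratio at most library mean plus 5 SD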;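 note: more negative B-score means stronger inhibition of thallium flux through KCNK3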
Target sequence (O14649 whole entry, looked up): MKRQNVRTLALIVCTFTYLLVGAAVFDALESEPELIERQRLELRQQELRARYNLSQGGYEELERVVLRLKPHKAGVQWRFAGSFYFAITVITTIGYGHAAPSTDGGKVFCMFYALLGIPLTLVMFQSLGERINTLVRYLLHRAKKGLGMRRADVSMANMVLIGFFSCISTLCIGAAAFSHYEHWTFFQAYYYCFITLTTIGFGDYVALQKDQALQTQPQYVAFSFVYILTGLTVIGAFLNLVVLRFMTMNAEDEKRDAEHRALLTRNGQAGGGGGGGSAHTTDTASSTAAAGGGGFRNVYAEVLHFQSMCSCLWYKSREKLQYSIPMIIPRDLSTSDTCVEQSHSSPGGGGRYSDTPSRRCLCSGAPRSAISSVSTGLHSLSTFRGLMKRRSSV
TRPC4 inh: blocks the mouse TRPC4 cation channel; HEK293 TRPC4beta/mu-opioid, DAMGO-evoked Fluo4 calcium flux; stronger effect = lower value; B-score at 10 µM; hit rate 0.39% among 300,000;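 active = B-score over 3 SD under the library average, no early fluorescence shift, positive overall ratio signal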
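Assay system: TRPC4beta/mu-opioid receptor HEK293 cell line; compound dosing: single concentration per test compound; detection: Fluo4 Ca2+ flux fluorescence; evaluation: per-well B score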
TRPC4 agonist: activators of mouse TRPC4 channel. Q9QUQ5. HEK293 TRPC4beta/mu-opioid, Fluo4 calcium fluorescence; stronger effect = higher value. B-score at 10 µM. hit rate 0.49% among 310,000. AID 2237;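 active = B-score above 5 SD of library B-scores, and initial fluorescence ratio not above library mean plus 5 SD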;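 note: positive B-score marks a calcium rise read as TRPC4 activation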
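Assay system: HEK293 stable line with TRPC4beta plus mu-opioid receptor; schedule: 45 min room-temperature Fluo4 loading, 110 s read; technique: kinetic Fluo4 calcium fluorescence; evaluation: integrated baseline-normalised fluorescence ratio, converted to per-well B score; controls: buffer (low) and maximal DAMGO (high)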
KCNQ1 inh: blocks the human KCNQ1 potassium channel. P51787. CHO-K1 KCNQ1, FluxOR thallium flux fluorescence; stronger effect = higher value. B-score at 10 µM. hit rate 1.3% among 310,000. AID 2642;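 active = compounds whose thallium flux B-score, printed positive for inhibition, exceeds three library SD while starting fluorescence stays within three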;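 note: channel opened by potassium depolarization with thallium stimulus after 20 min compound exposure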
KCNK9 inh: blocks the human KCNK9 two-pore domain potassium channel; HEK293 KCNK9, FluxOR thallium flux fluorescence; stronger effect = lower value; B-score at 10 µM; hit rate 1.2% among 310,000;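 active = ratio B-score over 3 SD below the library mean, with starting fluorescence within 5 SD of its mean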;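 note: negative B-score means less thallium flux so channel inhibition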
Target sequence (Q9NPC2 whole entry, looked up, the tested form may be a part): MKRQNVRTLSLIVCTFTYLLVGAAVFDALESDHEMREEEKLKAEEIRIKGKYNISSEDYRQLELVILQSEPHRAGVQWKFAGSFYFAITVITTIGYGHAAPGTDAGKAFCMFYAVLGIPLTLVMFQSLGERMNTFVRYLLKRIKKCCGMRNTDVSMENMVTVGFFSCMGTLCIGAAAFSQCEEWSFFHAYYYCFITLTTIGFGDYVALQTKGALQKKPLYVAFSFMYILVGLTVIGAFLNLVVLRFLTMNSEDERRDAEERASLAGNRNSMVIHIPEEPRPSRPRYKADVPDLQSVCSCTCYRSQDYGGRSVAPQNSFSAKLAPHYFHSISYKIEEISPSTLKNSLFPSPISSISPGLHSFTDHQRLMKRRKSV
DYRK1A inh: blocks rat Dyrk1A kinase activity; ADP-Glo luminescence, NFATc1 peptide; inhibition, % at 12.5 µM; hit rate 0.43% among 310,000; AID 504441; in the data active = inhibition above about 50%;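 note: plate controls were vehicle with enzyme for no effect and no enzyme for full effect; many of its hits are not listed in these tables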
PolyA inh: yeast polyadenylation inhibition; S. cerevisiae SKY197-pL101 polyadenylation reporter, beta-gal luminescence; efflux-impaired pdr1/pdr3 knockout yeast; score 100 = 6 SD above DMSO; calls only at 12 µM; hit rate 0.02% among 300,000; AID 1875;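 active = lowest replicate activity score at least 50, where 100 means six control SD above control mean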;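 note: yeast exposed to compound for 9 h at 30 °C; higher score means more reporter readthrough which indicates perturbed polyadenylation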
Platelet DG rel: modulates dense granule release in human platelets | human platelet-rich plasma, SFLLRN dense granule ATP release, luminescence | inhibition, %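 (compounds screened at 7.5 µM in platelet-rich plasma)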 | hit rate 0.22% among 300,000;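 active = mean replicate score, as percent of positive control, at or above 50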
Numbers without * were called inactive; i = inactive; · = not tested or not shown. Only part of the results is shown. The share of hits here may be higher or lower than overall.

Sequence of screens: KCNQ1 act, TRPC4 potent, hERG rescue, KCNK3 block, TRPC4 inh, TRPC4 agonist, KCNQ1 inh, KCNK9 inh, DYRK1A inh, PolyA inh, Platelet DG rel
> O=C(C1CC(=O)N(c2ccc(F)cc2)C1)N1CCOCC1 (centres undefined)
  i, i, -4.7, i, i, i, i, i, -4.5, i, 4.9
> CCCN(CCC)CCNC(=O)Cn1cnc2sc(C)c(S(=O)(=O)N3CCOCC3)c2c1=O
  i, i, -6.2, i, i, i, i, i, 1.8, i, -4.1
> Cc1ccc(S(=O)(=O)N2CCC3(CC2)OCCO3)c(C)c1
  i, i, -10.6, i, i, i, i, i, 4.0, ·, 5.6
> CCOC(=O)c1c(C)[nH]c(C)c1S(=O)(=O)NCCc1sccc1C
  i, i, -8.0, i, i, i, i, i, -1.3, i, -10.5
> CCCCn1c(C(C)O)nc2ccccc21 (centres undefined)
  i, i, -0.9, i, i, i, i, i, -7.2, i, 2.5
> O=C(NC(=S)NC1CCCCCC1)c1cncc(Br)c1
  i, i, -1.0, i, i, i, i, i, -3.8, i, -7.1
> O=S(=O)(/C=C/c1ccccc1)Oc1ccccc1
  i, i, -7.8, i, i, i, i, i, -3.8, i, 11.6
> COc1ccc(NC(=O)c2sc(=S)[nH]c2N)cc1
  i, i, -7.0, i, i, i, i, i, 2.2, i, 0.4
> COC(=O)C(NC(=O)c1ccccc1)=C1CCCCC1
  i, i, -5.2, i, i, i, i, i, -7.2, i, -7.0
> CCOC(=O)C1=C(CS(=O)(=O)c2ccc(F)c(C)c2)NC(=O)NC1c1ccc(O)c(O)c1 (centres undefined)
  i, i, -2.2, i, i, i, i, i, 17.6, i, -4.3
> COc1ccc(C(=O)CN2CCN(c3cc(C)nc4ccccc34)CC2)cc1
  i, i, -4.9, i, i, i, i, i, ·, i, 9.1
> COc1ccc(OC)c(NC(=O)CN2C(=O)c3ccccc3S2(=O)=O)c1
  i, i, -11.0, i, i, i, i, i, -5.4, ·, -2.0
> O=C(Cn1cncn1)N/N=C/c1cc([N+](=O)[O-])ccc1O
  i, i, -12.9, i, i, i, i, i, 3.3, i, 16.0
> CCN(C(=O)CSc1nnc(-c2ccncc2)n1-c1ccccc1)C1CCS(=O)(=O)C1 (centres undefined)
  i, i, -11.1, i, i, i, i, i, ·, i, -28.0
> O=c1c2ccccc2nnn1Cc1nnc(-c2ccccc2Br)o1
  i, i, -9.9, i, i, i, i, i, -4.8, i, -0.4
> CCCC12CN3CC(C)(CN(C1)C3c1ccc([N+](=O)[O-])o1)C2=O (centres undefined)
  i, i, -7.3, i, i, i, i, i, 7.1, i, 0.1
> COC(=O)c1ccc(CN(C(C)=O)c2ccccc2)o1
  i, i, -6.6, i, i, i, i, i, 15.9, i, ·
> CSCCC(=O)Nc1cc(S(=O)(=O)N2CCOCC2)ccc1N1CCN(C)CC1
  i, i, -8.5, i, i, i, i, i, -0.8, i, -0.6
> O=C(NCC1CCCO1)c1cc(S(=O)(=O)N2CCOCC2)c(Cl)cc1Cl (centres undefined)
  i, i, -4.6, i, i, i, i, i, -1.4, i, -0.8
> CC(C)CC(C)NC(=O)c1ccc(C(F)(F)F)cc1 (centres undefined)
  i, i, -7.0, i, i, i, i, i, 4.3, i, 1.2
> O=C(CCNS(=O)(=O)c1ccc(Br)cc1)N1CCN(c2ccccc2O)CC1
  i, i, -14.5, i, i, i, i, i, 2.2, i, 10.2
> C/C(=N\NC(=O)Nc1ccccc1)c1ccccc1
  i, i, -2.3, i, i, i, i, i, 1.7, i, -1.8
> COc1ccc([C@H]2C(C#N)=C([S-])N[C@](C)(O)[C@@H]2[n+]2ccccc2)cc1
  i, i, -6.2, i, i, i, i, i, ·, i, 13.6
> COc1ccc(NC(=O)CC2C(=O)N(Cc3ccco3)C(=S)N2C(C)C)cc1 (centres undefined)
  i, i, -14.1, i, i, i, i, i, 0.5, i, -3.0
> Cc1ccc(-n2ncc(C(=O)Nc3cc(Cl)ccc3Cl)c2C2CCNCC2)cc1
  i, i, -4.5, i, i, i, i, i, 1.4, i, 3.3
> Cc1cc(C)nc(SCCS(=O)(=O)Cc2ccc(Cl)cc2)n1
  i, i, -5.6, i, i, i, i, i, 4.9, i, 2.2
> CN1CCN(S(=O)(=O)c2cccs2)CC1
  i, i, -9.4, i, i, i, i, i, 0.8, i, 0.7
> c1ccc2c(c1)[nH]c1c3ccccc3sc21
  i, i, -10.2, i, i, i, i, i, 3.2, i, -8.0
> Cc1ccc(CN2C(=O)CCC2C(=O)NC2CCCC2)cc1 (centres undefined)
  i, i, -8.7, i, i, i, i, i, -2.4, i, -6.2
> Cc1ccc(CNC(=O)C2CCCN(S(=O)(=O)c3c(C)noc3C)C2)cc1 (centres undefined)
  i, i, -4.5, i, i, i, i, i, 1.8, i, -4.0
> O=C1CC(N2CCN(c3ccc(Cl)cc3)CC2)C(=O)N1c1ccccc1 (centres undefined)
  i, i, -3.7, i, i, i, i, i, 0.3, i, -5.5
> Cc1ccccc1C(C(=O)NC1CCCC1)N(C(=O)Cc1cccs1)c1ccc2c(c1)OCCO2 (centres undefined)
  i, i, -10.3, i, i, i, i, i, -3.0, i, -0.1
> CCCCS(=O)(=O)C1CCS(=O)(=O)C1 (centres undefined)
  i, i, -5.5, i, i, i, i, i, 17.3, i, -5.3
> Cc1ccc(N(C(=O)c2csnn2)C(C(=O)NC2CCCCC2)c2cccnc2)cc1 (centres undefined)
  i, i, -5.7, i, i, i, i, i, -4.5, i, -15.0
> COCCN1CCn2c(nc3cc(NC(=O)c4ccc(OC)cc4)ccc32)C1
  i, i, -5.0, i, i, i, i, i, -7.8, i, 8.1
> CCN1C(=O)C(CC(=O)Nc2c(C)cccc2C)SC1=Nc1ccc(S(N)(=O)=O)cc1 (centres undefined)
  i, i, -10.3, i, i, i, i, i, 0.2, i, 3.7
> CC(C)C(NS(=O)(=O)c1cccs1)C(=O)NCc1ccc2c(c1)OCO2 (centres undefined)
  i, i, -5.3, i, i, i, i, i, 0.3, i, -13.8
> CC(C)CN1CCC(=O)N([C@H](CO)Cc2ccccc2)CC1
  i, i, -4.3, i, i, i, i, i, -2.1, i, -2.1
> CCOP(=O)(c1ccc(N(C)C)cc1)C(O)c1c(Cl)cccc1Cl (centres undefined)
  i, i, -9.3, i, i, i, i, i, -1.0, i, -0.8
> COc1cc(/C=N/NC(=O)c2cccc(N3CCCC3=O)c2)ccc1O
  i, i, -8.3, i, i, i, i, i, -5.7, i, 14.4
> COc1cc(NC(=O)c2ccco2)c(OC)cc1NC(=O)c1cc(OC)c(OC)c(OC)c1
  i, i, -6.1, i, i, i, i, i, 3.0, i, 9.6
> COc1ccccc1C(=O)COC(=O)Cc1n[nH]c(=O)c2ccccc12
  i, i, -8.8, i, i, i, i, i, 7.8, i, -3.6
> COc1ccc(S(=O)(=O)Cc2ccc(C(=O)N3CCN(C4CCCCC4)CC3)o2)cc1
  i, i, -4.4, i, i, i, i, i, 9.4, i, -0.6
> CCSC1=NC(C)(C)C=C(C)N1
  i, i, 0.6, i, i, i, i, i, 1.9, i, -1.5
> COc1ccc(Cl)cc1S(=O)(=O)N1CCCC(C(=O)NCC(N)=O)C1 (centres undefined)
  i, i, -5.1, i, i, i, i, i, ·, i, ·
> CCN1CCN(C(c2cccs2)C(C)NC(=S)NC2CCCCC2)CC1 (centres undefined)
  i, i, -7.5, i, i, i, i, i, -6.9, i, 7.9
> CCOc1ccc(OCC)c(S(=O)(=O)n2ccnc2C)c1
  i, i, -4.8, i, i, i, i, i, -6.6, i, -11.3
> C=CCSc1nc2sc3c(c2c(=O)n1CC)CCC3
  i, i, -2.5, i, i, i, i, i, ·, i, 3.0
> Cc1ccc(-n2nc3c(N4CCC(C(=O)NCCc5cccs5)CC4)nnc(C)c3c2C)cc1
  i, i, -6.5, i, i, i, i, i, ·, i, 2.6
> O=[N+]([O-])c1ccc2c(c1)C(O)n1nc(-c3ccccc3)nc1S2 (centres undefined)
  i, i, -3.8, i, i, i, i, i, -9.2, ·, -8.5
> COc1ccc(N=C2C(=O)Nc3ccc(C)c(Br)c32)cc1
  i, i, -5.3, i, i, i, i, i, 11.8, i, 2.9
> CC(=O)Nc1ccc(C(=O)NCC(=O)OCc2c(F)cccc2Cl)cc1
  i, i, -5.8, i, i, i, i, i, -0.8, i, -0.2
> O=C(/C(=C/O)N=Nc1ccccc1)c1cccs1
  i, i, 1.1, i, i, i, i, i, -4.5, i, -2.4
> COC(=O)c1c(NC(=O)CSc2n[nH]c(N)n2)sc(C)c1C
  i, i, -10.6, i, i, i, i, i, -6.6, i, 1.6
> Cc1ccc(CC2(O)CC(C)N(C)CC2C)c(C)c1 (centres undefined)
  i, i, -8.1, i, i, i, i, i, -1.3, i, 3.9
> O=c1c2ccccc2nnn1CSc1ccccc1F
  i, i, -3.5, i, i, i, i, i, 4.4, i, -2.3
> Nc1nccc(/C=C/c2c(Cl)cccc2Cl)n1
  i, i, -1.4, i, i, i, i, i, 11.4, i, 12.0
> CCOc1ccc(NS(=O)(=O)c2ccc(C(=O)NCC(c3cccs3)N3CCOCC3)cc2)cc1 (centres undefined)
  i, i, -10.5, i, i, i, i, i, -7.1, i, 0.1
> COc1cc(C(O)P(=O)(OC(C)C)c2ccc(N(C)C)cc2)cc(OC)c1OC (centres undefined)
  i, i, -9.3, i, i, i, i, i, -7.3, i, -5.1
> CCN(CC)S(=O)(=O)c1ccc(C(=O)OCC(=O)NCc2ccco2)cc1
  i, i, -4.5, i, i, i, i, i, 3.1, i, 1.9
> Cc1cccc(-n2ncc3c(NCCCN4CCCC4=O)ncnc32)c1
  i, i, -11.8, i, i, i, i, i, 8.4, i, 5.1
> Cc1nc([N+](=O)[O-])c(Br)n1Cc1ccc(Cl)c(Cl)c1
  i, i, -24.9, i, i, i, i, i, -2.3, i, -4.6
